ARNT TACC3 PPI: disruptors of human ARNT/TACC3 interaction. Q9Y6A5. AlphaScreen His-ARNT PAS-B/GST-TACC3 binding, luminescence; TACC3 fragment carries E629A point mutation. inhibition, % at 9.99 µM. 390,000 compounds, 0.66% hits;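 active = mean inhibition of replicates at least 50% and at least half of replicates each reaching 50%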;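 also: 0% = complete ARNT plus TACC3 wells and 100% = ARNT alone without TACC3; many hits fall short of the cut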
RAD54 branch: inhibitors of human RAD54 branch migration; RAD54 Holliday junction branch migration, FAM/BHQ fluorescence; Q92698; 360,000 compounds, 0.14% hits; inhibition, % at 10.4 µM;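 active = mean normalized replicate activity at least 40 and at least half of replicates scoring 40 or more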;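 also: 0% = median of neutral control wells and 100% = median of positive control wells; inhibitors cause a drop in the FAM fluorescence signal; in these data hits start at about 50%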
Target sequence (Q92698 whole entry, looked up): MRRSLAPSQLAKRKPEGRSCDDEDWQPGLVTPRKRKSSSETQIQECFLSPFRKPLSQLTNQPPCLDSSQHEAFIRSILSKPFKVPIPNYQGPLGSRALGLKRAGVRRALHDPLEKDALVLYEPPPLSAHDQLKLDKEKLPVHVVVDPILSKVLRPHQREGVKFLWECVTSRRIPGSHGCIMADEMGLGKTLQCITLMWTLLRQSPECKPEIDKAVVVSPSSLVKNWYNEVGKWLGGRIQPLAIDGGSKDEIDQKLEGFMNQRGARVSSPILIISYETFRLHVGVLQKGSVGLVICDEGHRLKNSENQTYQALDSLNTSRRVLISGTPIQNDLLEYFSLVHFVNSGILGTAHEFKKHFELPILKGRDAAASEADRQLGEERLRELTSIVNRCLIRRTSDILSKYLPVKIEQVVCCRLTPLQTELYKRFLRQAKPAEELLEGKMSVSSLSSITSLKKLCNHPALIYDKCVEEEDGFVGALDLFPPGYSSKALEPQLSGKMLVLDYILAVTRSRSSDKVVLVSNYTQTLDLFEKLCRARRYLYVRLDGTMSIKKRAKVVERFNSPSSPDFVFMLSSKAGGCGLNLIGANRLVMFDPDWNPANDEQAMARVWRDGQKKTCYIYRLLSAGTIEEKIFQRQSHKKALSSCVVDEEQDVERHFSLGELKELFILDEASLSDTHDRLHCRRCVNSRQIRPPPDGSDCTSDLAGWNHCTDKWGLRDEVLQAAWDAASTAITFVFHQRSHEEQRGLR
Numbers without * were called inactive.

SMILES | ARNT TACC3 PPI | RAD54 branch
CCCCNC(=O)C1CC(=O)N(c2ccc(OC)cc2)C1c1ccc(OC)cc1 (stereo unspecified) | -3.1 | -2.3
COc1ccccc1OCc1ccc(C(=O)N2CCN(C(=O)c3ccco3)CC2)cc1 | -4.7 | -5.9
Cn1nnnc1Sc1ncnc2scc(-c3cccs3)c12 | -8.6 | -5.5
COc1ccc(NC(=O)c2cnc3sccn3c2=O)cc1 | -1.1 | 1.3
O=C(O)CN=C(NS(=O)(=O)c1ccc(Cl)cc1)c1ccccc1 | 21.8 | 8.2
CCOC(=O)N1CCC(NC(=O)CSCc2cnn(-c3ccccc3)c2-n2cccc2)CC1 | 1.2 | 12.7
CC1CCCCN1CCn1c(=S)[nH]c2ncccc2c1=O (stereo unspecified) | 2.8 | -19.2
COc1ccc(OCC(=O)Nc2cccc(C(C)=O)c2)cc1 | -3.7 | -3.2
CCOC(=O)C1C(=O)CC(C)(O)C(C(=O)OCC)C1c1cccs1 (stereo unspecified) | -1.9 | -8.9
COc1cccc(Oc2cncnc2-c2ccc(OC)cc2O)c1 | -6.6 | -5.1
Cc1ccc(Nc2nc(N)nc(CN3CCCCCC3)n2)c(C)c1 | 39.4 | 8.9
CCOC(=O)c1cnc2c(C(=O)OC)cccc2c1NCc1ccco1 | 4.0 | 36.7
Cc1cccc(Cc2cnc(NC(=O)c3ccc(C)o3)s2)c1 | -1.5 | 14.0
Cn1c(/C(C#N)=C(\O)CN2CCN(Cc3ccccc3)CC2)nc2ccccc21 | 6.7 | 15.0
CN=c1sc2ccccc2n1CC(O)COCc1ccco1 (stereo unspecified) | 8.4 | 6.7
COc1ccc(-c2nc(-c3ccccc3)c(-c3cc([N+](=O)[O-])ccc3C)[nH]2)cc1OC | 3.6 | -4.3
COC(=O)c1ccc(-c2ccco2)n1Cc1nc(-c2ccc(OC)c(OC)c2)oc1C | -1.2 | -6.3
Cc1cc(NC(=O)NC(=O)c2ccc(F)cc2F)n[nH]1 | 2.6 | -5.4
Cc1cccc(-n2c(C)nc3c(cnn3-c3ccc(F)cc3)c2=O)c1 | -2.3 | -2.7
Cc1nc(C)c(C(=O)N/N=C/c2c[nH]c3ccccc23)s1 | -11.6 | 1.2
CC(=O)Nc1nc2ccccc2n1Cc1ccccc1C | 5.0 | -1.7
Cc1ccc(NC(=O)C2CC(=O)NC(N3CCCCC3)=N2)cc1Cl (stereo unspecified) | -40.0 | -4.8
CC(NC(=O)C(=O)NN=C1CCCCCCC1)c1ccccc1 (stereo unspecified) | -1.1 | -0.6
O=C(NC(NNc1ccc([N+](=O)[O-])cc1)(C(F)(F)F)C(F)(F)F)c1ccc(Cl)cc1 | 13.8 | -8.1
CCOC(=O)C1=C(N)n2c(s/c(=C\c3cccs3)c2=O)=C(C(=O)OCC)C1c1cccs1 (stereo unspecified) | 4.7 | -5.3

A different layout for some results above.
Cn1nnnc1Sc1ncnc2scc(-c3cccs3)c12
  ARNT TACC3 PPI: -8.6
  RAD54 branch: -5.5

COc1ccc(NC(=O)c2cnc3sccn3c2=O)cc1
  ARNT TACC3 PPI: -1.1
  RAD54 branch: 1.3

O=C(O)CN=C(NS(=O)(=O)c1ccc(Cl)cc1)c1ccccc1
  ARNT TACC3 PPI: 21.8
  RAD54 branch: 8.2

CCOC(=O)N1CCC(NC(=O)CSCc2cnn(-c3ccccc3)c2-n2cccc2)CC1
  ARNT TACC3 PPI: 1.2
  RAD54 branch: 12.7

(cont.)
SMILES | ARNT TACC3 PPI | RAD54 branch
NS(=O)(=O)c1ccc(NC(=S)NCc2ccc(Cl)cc2)cc1 | -0.5 | -6.6
Cc1ccc(-n2c(C)cc(/C=N/Nc3ccc([N+](=O)[O-])cn3)c2C)c(C)c1 | 17.9 | -0.7
COc1ccc(C(C[N+](=O)[O-])C2(c3ccc(OC)c(OC)c3)C(=O)c3ccccc3C2=O)cc1 (stereo unspecified) | -7.4 | -8.1
CC1(C)CC(=O)C2=C(C1)Oc1nc3ccccc3cc1C2C(C#N)C#N (stereo unspecified) | 2.3 | 0.5
COc1ccc(Cn2c(C)c(C)c(C#N)c2NC(=O)Nc2ccc(F)cc2)cc1 | 3.5 | -11.4
Cc1cc(NC(=O)CSc2nnc(-c3ccccc3)n2Cc2ccco2)no1 | 2.2 | -8.7
Cc1ccc(S(=O)(=O)N2CCN(C(=O)c3cccc(F)c3)CC2)cc1 | -1.9 | 1.9
C=CCN(CC=C)C(=O)c1ccncc1 | -8.1 | -15.6
Cc1cc2c(c(=O)n1Cc1cccnc1)C(c1ccccc1)C(C#N)=C(N)O2 (stereo unspecified) | -3.9 | -0.6
N#CC1=C(N)Oc2n[nH]c(-c3cccs3)c2C1c1cccs1 (stereo unspecified) | -0.4 | -7.6
CSc1cccc(NC(=O)Nc2ccccc2)c1 | 6.3 | -10.0
Oc1cccc(C=NCc2ccccc2)c1 | 4.5 | -3.2
CCc1ccc(CN2CCC(C(=O)Nc3cccc(-c4nnc(C)s4)c3)CC2)o1 | -14.9 | -4.5
CCOC(=O)c1ccc(NS(=O)(=O)CC)cc1 | -7.6 | 0.3
Cc1noc(COc2ccccc2OCc2onc(C)c2Cl)c1Cl | -5.2 | -18.9
CCSCc1nnc(SCC(=O)Nc2cccc(SC)c2)n1C | -3.5 | 0.0
S=c1[nH]nc(CSc2nc3ccccc3s2)n1Cc1ccccc1 | -2.1 | -4.5
COc1ccccc1C1CC(c2ccc(F)cc2)Nc2ncnn21 (stereo unspecified) | -3.3 | 1.4
Cn1ncc2c(O/N=C(\N)c3ccc(C(C)(C)C)cc3)ncnc21 | 0.9 | 1.2
CCN(CC)c1ccc(NC(=O)c2cc(OC)cc(OC)c2)c(C)c1 | 8.4 | -0.8
CCCCn1c(=O)c2c(O)cc(=O)oc2c2ccccc21 | -8.5 | 3.6
Cc1ccc(-c2nnc(-c3ccccc3)o2)cc1 | -3.6 | 2.1
O=C(Cc1ccc(Cl)cc1)NCCS(=O)c1ccc(Cl)cc1 (stereo unspecified) | -3.4 | -17.2
CN1CCCc2cc3c(C(F)(F)F)cc(=O)oc3nc21 | -18.2 | -7.5
O=C(NCc1cccnc1)C1CC(=O)N(c2ccc(Cl)cc2)C1 (stereo unspecified) | 0.6 | 7.9
O=C(Nc1cccc(Cl)c1)Nc1ccc(Cl)cn1 | 5.8 | -7.7
C/C(=N\O)C(=O)NCCCNCCCN(C)C | -6.0 | 2.3
O=C(NC1=NCCS1)Nc1ccccc1 | -3.6 | 0.1
N#Cc1c(N)nc2c(c1N)CC(COc1ccccc1)O2 (stereo unspecified) | -0.7 | -11.9
O=C(Oc1cc2oc(=O)c3c(c2cc1Cl)CCCC3)c1ccco1 | -3.7 | 5.7
O=C(Nc1ccc2oc(=O)ccc2c1)c1cc2ccccc2o1 | -1.4 | -3.0
O=C1[C@H]2[C@@H](c3ccc(Cl)cc3)N3C(=O)N(c4cccc(F)c4)C(=O)[C@@]3(Cc3ccc(Cl)cc3)[C@H]2C(=O)N1C1CCCCC1 | 4.5 | 11.6
N#CCSc1n[nH]c2nc3c(c(=O)n12)C1(CCCC1)Cc1ccccc1-3 | -3.3 | -1.0
N=c1n(Cc2ccc(Cl)cc2)c2ccccc2n1CC(O)c1ccco1 (stereo unspecified) | 1.0 | 2.7
Cc1cc(Cl)c(S(=O)(=O)NCc2cccnc2)cc1OCC(N)=O | -0.8 | -4.5
Cc1nn(C)c(=O)n1-c1ccc(OCc2ccccc2)cc1 | -7.3 | -0.6
CCOC(CNC(=O)c1ccc2nc(N3CCC(C)CC3)sc2c1)OCC | 1.6 | 5.5
COc1ccc(C(=O)n2c(-c3ccco3)nc3ccccc32)cc1 | -13.8 | -4.9
COc1ccc(CNC(=O)C2CSCCS2)cc1 (stereo unspecified) | -4.3 | -2.0
CCOC(=O)C1=C(C)Nc2ccc(C)cc2S1 | -0.4 | -4.4
CCOC(=O)C(Cc1ccc(NC(=O)/C(=C/c2ccccc2)NC(=O)c2ccccc2)cc1)N1C(=O)c2ccccc2C1=O (stereo unspecified) | -5.6 | -8.2
CC(=O)N1CCC2(CC1)C(C#N)=C(N)Oc1n[nH]c(C)c12 | 0.7 | -6.6
O=C(c1ccc(F)cc1)N1CCC(N2CCOCC2)CC1 | -6.9 | 3.8
N/C(=N\O)c1ccc(NC(=O)c2ccc(Br)o2)cc1 | 1.2 | -0.8
O=C(Nc1ccccn1)C12CC3CC(C1)CC(C(=O)Nc1ccccn1)(C3)C2 | 7.2 | 0.4
CCOC(=O)c1nnc(-c2ccc(C)cc2)nc1Oc1ccccc1Cl | -5.1 | -4.8
COc1ccc2c(=O)c(-c3nc(C)cs3)coc2c1 | -5.2 | 6.4
COc1ccc(C)cc1-n1c(SCC(=O)Nc2cc(C)on2)nc2sc(C)c(C)c2c1=O | -11.6 | -3.2
COc1ccc(-c2cc(-c3cccs3)c(C#N)c(SCC(=O)NCc3ccccc3OC)n2)cc1 | -2.3 | 8.1
COc1ccc2c(c1OC)C(=O)N1N=C(c3ccc(Br)cc3)CC21 (stereo unspecified) | -3.0 | -5.7

Other results.
SMILES | ARNT TACC3 PPI | RAD54 branch
O=C(COC(=O)Cc1ccc(S(=O)(=O)N2CCOCC2)s1)Nc1ccc2c(c1)OCO2 | 23.1 | -2.8
Cc1ccc(/C(O)=C2\C(=O)C(=O)N(c3cc(C)on3)C2c2cccc(Br)c2)cc1 (stereo unspecified) | -1.0 | 6.3
c1cncc(-c2csc(NCc3ccco3)n2)c1 | -2.1 | 8.2
Cc1ccc(OCC(=O)N/N=C/c2cccn2C)cc1 | 3.9 | 1.3
CC1(c2ccccc2)CC(c2ccccc2)=Nc2ccccc2N1 (stereo unspecified) | -0.1 | -3.8
Cc1nc(SCC(O)CCl)c([N+](=O)[O-])[nH]1 (stereo unspecified) | 0.8 | -17.1
COC(=O)c1c(NC(=O)CC2Nc3cc(C)c(C)cc3NC2=O)sc(C)c1C (stereo unspecified) | 2.4 | -1.7
NS(=O)(=O)c1ccc(CNC(=O)C23CC4CC(CC(C4)C2)C3)cc1 | -3.2 | -8.5
Fc1ccccc1-n1[nH]nnc1=S | -1.0 | 0.2
Cc1ccc(S(=O)(=O)N2CCN(S(=O)(=O)c3ccc(C)cc3)C2)cc1 | 21.2 | -2.8
Cn1c(=O)c2c(nc(N3CCCCC3)n2C)n(C)c1=O | -5.9 | 6.7
Clc1cccc2sc(N3CCOCC3)nc12 | -0.1 | 2.8
O=C(Nc1cccc(-c2nc3ccccc3o2)c1)c1ccc(N2C(=O)C3C4C=CC(C4)C3C2=O)cc1 (stereo unspecified) | -7.0 | -4.1
CC(C)Sc1nnc([C@H](Cc2c[nH]c3ccccc23)NC(=O)OC(C)(C)C)o1 | -6.1 | 0.8
O=S(=O)(c1ccccc1)N1CCN(c2nnnn2-c2ccccc2)CC1 | -4.0 | -3.5
CCN(CC)c1ccc(NC2=C(Cl)C(=O)c3ccccc3C2=O)cc1 | 26.2 | -0.3
COc1ccc2c(C)cc(SCC(=O)N3CCOCC3)nc2c1 | -9.3 | -11.9
CCCCN1CCc2c([nH]c3c(C)cccc23)C1=O | -3.5 | 2.1
COc1ccc(CC2S/C(=C(\C#N)C(=O)NCc3ccco3)N(c3ccc(C)cc3)C2=O)cc1 (stereo unspecified) | -2.6 | -1.5
CCOC(=O)CCNC(C(=O)OCC)c1ccccc1 (stereo unspecified) | -2.7 | -1.4
CN(C)c1nc(C(N)=O)nc(N2CCOCC2)n1 | -2.1 | 6.0
COc1ccc(N2CCN(C(=O)CCc3nc(-c4ccc(C)cc4)no3)CC2)cc1 | -1.1 | 4.6
CS(=O)(=O)N(Cc1ccccc1)c1ccc(C(=O)N2CCOCC2)cc1 | -1.5 | 4.9
Cn1c(=O)c2c(nc3sccn32)n(C)c1=O | -3.7 | -4.1
COc1ccc(NC(=O)c2sccc2SCc2cccc(C(F)(F)F)c2)cc1 | 13.6 | 4.6
Cn1c(=O)cc(SCC(=O)NCCCN2CCOCC2)c2ccc(Cl)cc21 | 5.4 | 3.1
CCOc1ccc(NC(=O)c2cccs2)c([N+](=O)[O-])c1 | -4.5 | -13.9
COCc1cc(C)[nH]c(=O)c1C#N | -2.8 | -11.8
CC1(C)CC(=O)C=C(NCCCN2CCCC2=O)C1 | -16.5 | 0.1
COC(=O)Cc1ccc(NC(=S)NCCCO)cc1 | -8.1 | -13.7
O=C(CN1CCC(n2nnc3cc(F)ccc32)CC1)NC1CC1 | -0.9 | -3.9
CC(C)(C)OC(=O)c1c(N)n(CCCN2CCCC2=O)c2nc3ccccc3nc12 | -8.1 | 1.6
CC(=O)Oc1ccc2c(c1)C(=O)c1ccccc1CO2 | -3.5 | -3.2
CCCn1c(C)cc(C(=O)CN2C(=O)c3cccc(N)c3C2=O)c1C | -36.7 | -1.2
Cc1ccc(CN2C(=O)c3ccccc3C2C(=O)NCC2CCCO2)cc1 (stereo unspecified) | 2.0 | -12.2
CN1CCN(C(=S)Nc2ccccc2Cl)CC1 | -0.1 | 6.4
COc1cc(C2c3c(n[nH]c3C)C(=O)N2c2ccc(Br)cc2)ccc1O (stereo unspecified) | -0.9 | 0.1
Cc1cccc(C(=O)N2c3ccccc3C(=O)OC2c2ccc3c(c2)OCO3)c1 (stereo unspecified) | -1.5 | -1.9
O=C(NNS(=O)(=O)c1ccc(F)cc1F)C1Cc2c(ccc3ccccc23)O1 (stereo unspecified) | -5.3 | 2.6
Cc1nnc(SCC(=O)N2CCCCC2)n1CC1CCCO1 (stereo unspecified) | -8.2 | -5.7
Cc1ccc(C)c(S(=O)(=O)NCc2ccc(C(=O)N3CC(C)OC(C)C3)cc2)c1 (stereo unspecified) | -10.4 | 1.6
Cc1ccc(Cn2c(C)nc3c(c2=O)c2nc4ccccc4nc2n3Cc2ccco2)cc1 | -22.9 | 5.6
COc1cc(OC)cc(-n2nnnc2SCC(=O)Nc2ccc(C(C)=O)cc2)c1 | 16.0 | 8.0
Fc1ccc(-c2ccc(-c3nn4c(-c5ccco5)nnc4s3)o2)cc1 | 1.6 | -6.3

Source: PubChem (Broad Institute)

Some of the compounds tested (hit frequency here may not be typical).
